p53null 32C kill: kills p53 null cells at the permissive temperature. H1299-neo p53 null cells, ATP luminescence, 24 h, 32C. Potency, µM (titrated, usually from 46.1 µM), for the others: at the highest dose activity change, negative = cytotoxicity, usual class: cytotoxic. 55,000 compounds, 0.62% hits. AID 903;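 note: potency is the fitted concentration of half-maximal effect; 0% = DMSO only and -100% = full killing by 100 µM tamoxifen; nearly all actives have a fitted effect of over 55% in size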
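AC50 values derive from Hill modelling of qHTS concentration-response data (up to 46 uM) in H1299-neo cells. Cells were treated 24 h at 32C following overnight attachment at 37C; viability was read as cellular ATP.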
NTMT1 inh: NTMT1 methyltransferase inhibition; Potency, µM (titrated, usually from 114 µM), inactives show top-dose activity change, negative = inhibition, hits mostly inhibitors; 59,000 compounds, 2.5% hits; AID 1645870; NTMT1 MTase-Glo SAH luminescence, purified enzyme;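 note: potency is the fitted concentration of half-maximal effect; plate controls were DMSO vehicle for no effect and no enzyme for full effect; nearly all actives have a fitted effect of over 65% in size; many of its hits are not listed in these tables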
TSG101-PTAP inh: blocks PTAP binding to human TSG101, validation; Q99816; Fluorescence polarization, FITC-PTAP peptide/Tsg101, 20 min; Potency, µM (series often up to 115 µM), for the others: at the top dose activity change, negative = inhibition, actives largely listed as inhibitors; 44,000 tested, under 10 active; AID 1347069; note: potency is the fitted concentration of half-maximal effect; 0% is about no effect
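Compounds pinned into 10 uM Tsg101 binding domain, then 50 nM FITC-PTAP peptide added in pH 7.5 HEPES buffer; FP read after 20 min, room temperature. Total S+P intensity flags fluorescent compounds; active cut-off <25 µM, efficacy <60%.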
p53null 39C kill: selectivity test: cytotoxicity in p53 null cells, nonpermissive temperature; H1299 p53-null (neo) cells, 39C, ATPlite viability, 24 h; Potency, µM (top dose mostly 46.1 µM), without a hit: at the top dose activity, negative = cell killing, usual class: cytotoxic; 55,000 compounds, 0.97% hits; AID 904;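 note: potency is the fitted concentration of half-maximal effect; 0% = DMSO only and -100% = full killing by 100 µM tamoxifen; nearly all actives have a fitted effect of over 50% in size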
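Cells seeded at 600/well, 37C overnight. Compound added (up to 46 uM), plates shifted to 39C for 24 hr. ATPlite added, luminescence read after 20 min at room temperature.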
FH mod: Identification of activators of human fumarate hydratase by quantitative high-throughput screening. AID 1347055, 2019. Potency, µM (series often up to 79.9 µM), for inactives: at the top dose activity change, negative = inhibition, actives largely listed as inhibitors. FH coupled MDH/diaphorase resazurin fluorescence, 15 min. 54,000 compounds, 0.22% hits. Fumarate hydratase, mitochondrial (Homo sapiens), P07954; note: potency is the fitted concentration of half-maximal effect; % is set by controls: 0 for no effect and ±100 for the full control effect; the screen sought activators but most active calls are inhibition curves; nearly all actives have a fitted effect of over 45% in size
Target sequence (P07954 whole entry, looked up): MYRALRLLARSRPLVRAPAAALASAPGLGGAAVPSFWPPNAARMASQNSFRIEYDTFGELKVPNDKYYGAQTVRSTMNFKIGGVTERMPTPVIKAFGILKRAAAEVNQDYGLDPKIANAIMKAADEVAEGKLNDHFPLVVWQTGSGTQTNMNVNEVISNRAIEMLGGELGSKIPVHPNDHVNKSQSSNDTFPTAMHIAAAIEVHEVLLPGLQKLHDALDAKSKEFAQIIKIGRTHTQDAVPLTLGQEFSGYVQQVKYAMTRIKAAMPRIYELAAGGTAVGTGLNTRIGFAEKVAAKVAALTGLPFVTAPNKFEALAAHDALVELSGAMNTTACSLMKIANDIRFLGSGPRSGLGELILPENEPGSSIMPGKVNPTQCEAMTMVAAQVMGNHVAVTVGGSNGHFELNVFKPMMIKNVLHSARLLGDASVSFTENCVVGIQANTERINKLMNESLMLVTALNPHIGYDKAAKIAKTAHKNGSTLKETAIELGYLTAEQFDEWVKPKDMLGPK
GALK inhibitor: inhibits human galactokinase; P51570; Potency, µM (top dose mostly 57.5 µM), for the others: top-dose activity, negative = inhibition, actives largely listed as inhibitors; 44,000 tested, under 10 active; recombinant GALK, Kinase-Glo ATP luminescence, 1 h;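 note: plate controls were full GALK reaction for no effect and reaction lacking GALK for full effect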
Target sequence (P51570 whole entry, looked up): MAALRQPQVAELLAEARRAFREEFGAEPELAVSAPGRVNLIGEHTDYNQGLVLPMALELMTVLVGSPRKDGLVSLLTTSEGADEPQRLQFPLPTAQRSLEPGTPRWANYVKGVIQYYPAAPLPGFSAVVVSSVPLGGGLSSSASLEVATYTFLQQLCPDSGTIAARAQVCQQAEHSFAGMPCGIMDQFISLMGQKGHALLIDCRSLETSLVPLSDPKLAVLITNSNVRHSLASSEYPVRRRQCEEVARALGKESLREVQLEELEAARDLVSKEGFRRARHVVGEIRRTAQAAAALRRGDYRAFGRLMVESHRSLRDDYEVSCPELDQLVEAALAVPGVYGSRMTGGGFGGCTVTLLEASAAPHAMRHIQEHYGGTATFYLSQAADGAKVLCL
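Luminescent ATP-depletion readout (Kinase-Glo Plus) after 1 h room-temperature incubation of human GALK (5 nM) with galactose 100 µM and ATP 35 µM, pH 8.0 HEPES/Mg2+ buffer; compounds tested in qHTS format.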
B2AR arrestin ag: ADRB2 beta-arrestin recruitment | 44,000 tested, under 10 active | HTLA Tango cells, beta-arrestin recruitment, luciferase luminescence, 18 h | P07550 | Potency, µM (top dose mostly 46.1 µM), inactives show at the top dose activation, usual class: activators;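 note: potency is the fitted concentration of half-maximal effect; 0% = DMSO and full agonism = EC100 isoproterenol or metaproterenol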
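Tango cells expressing recombinant beta2-AR and beta-arrestin were treated with compounds (up to 46 microM titration) in DMEM with 1% FBS for 18 hr at 37 degrees C. Beta-arrestin recruitment drove tTA-dependent luciferase, read by luminescence; curves were fitted and classed.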
Numbers without * were called inactive; ? = inconclusive; / = no result given; [ ] = another dose, or the depositor's remark. Calls come from the whole dose curve; as a rule, active = well fitted curve in the direction sought with a large enough effect; inconclusive = small, poorly fitted or top-dose-only effect, or another doubt; inactive = no such curve, though single readings can be large; an effect the other way counts as inactive or inconclusive. An excerpt (hit frequency here may not be typical).

#	SMILES	p53null 32C kill	NTMT1 inh	TSG101-PTAP inh	p53null 39C kill	FH mod	GALK inhibitor	B2AR arrestin ag
1	CCOc1ccc(CNC(=O)CSc2nnc(C)c3c(C)n(-c4ccc(Cl)cc4)nc23)cc1	2%	-3%	2%	11%	-13%	?	1%
2	CCCCOc1ccc(Cn2c(=O)sc3ccccc32)cc1	-3%	-4%	-10%	-23%	-16%	?	0%
3	COc1ccc(OC)c(CNC(=O)CCS(=O)(=O)c2ccc3c(c2)oc(=O)n3C)c1	-4%	-11%	-2%	3%	-18%	0%	0%
4	CCOc1ccc(OCC)c(Nc2ccc3cc(S(=O)(=O)N4CCCC4)ccc3n2)c1	-1%	7%	0%	-35%	-19%	-1%	2%
5	COc1ccc(CNC(=O)CCC2N=C3c4ccccc4N=C(SCc4ccc(F)cc4)N3C2=O)cc1 (stereo unspecified)	19%	9%	-3%	61%[activator]	-28%	-2%	-2%
6	Cc1cccc(OCCn2c(SCC(N)=O)nc3ccccc32)c1	-10%	10%	-3%	-13%	-32%	2%	1%
7	COc1ccc(CNC(=O)CCCc2cn(C)c3ccccc23)c(OC)c1	-12%	2%	-6%	22%	-19%	-1%	1%
8	CCOC(=O)c1cccc(NC(=O)NCc2ccc3c(c2)CCN3C(=O)CC)c1	11%	8%	7%	?	-9%	1%	0%
9	COc1ccccc1CNC(=O)CCNS(=O)(=O)c1cccc2nsnc12	0%	6%	3%	0%	-9%	4%	0%
10	CCOc1ccccc1NC(=O)c1sc(-n2nc(C)c(CCC(C)C)c2C)nc1C	-10%	7%	3%	-11%	-3%	-4%	-4%
11	Cc1ccc(C)c(NC(=O)CSc2nc3nccnc3c(=O)n2CCc2c[nH]c3ccccc23)c1	5%	-5%	-1%	-14%	9%	?	-1%
12	CCSc1ncc(Cl)c(C(=O)Nc2ccc(S(=O)(=O)N3CCC(C)CC3)cc2)n1	3%	-3%	1%	13%	-24%	0%	1%
13	CCC(Oc1ccccc1)C(=O)Nc1nnc(S(=O)(=O)N2CCCC2)s1 (stereo unspecified)	6%	10%	1%	-28%	2%	4%	3%
14	CCOc1ccccc1CNS(=O)(=O)c1ccc(-c2cnc(C3CC3)o2)cc1	-5%	4%	-8%	?	?	-1%	0%
15	Cc1cccc(-c2noc(-c3cc(C(C)C)[nH]n3)n2)c1	-27%	-2%	0%	?	-24%	-1%	1%
16	COc1ccc(CNC(=O)C2CCCN(C(=O)N3CCOc4ccccc43)C2)cc1 (stereo unspecified)	-2%	3%	0%	4%	-3%	1%	-1%
17	CCn1cnc2cc(NCc3ccc(N(C)C)cc3)ccc21	3%	2%	-9%	?	?	6%	-2%
18	CCOC(=O)c1c(C)c(-c2ccccc2)n(CC(=O)Nc2cc(C)ccc2OC)c1C	1%	5%	2%	-1%	0%	0%	0%
19	CCC(=O)N1CCc2cc(S(=O)(=O)NC(C(=O)Nc3cc(OC)cc(OC)c3)C(C)C)ccc21 (stereo unspecified)	7%	2%	2%	28%	-17%	8%	11%
20	O=C(Nc1ccc2nn(-c3ccc(F)cc3)nc2c1)c1cccc2c(Cl)cccc12	-10%[9.22 µM]	3%	-3%	-17%	0%	1%	1%
21	Cc1cccc(OCCSc2nc(-c3cccs3)nc3cc(=O)[nH]n23)c1	-13%	/	-2%	-5%	/	5%	-1%
22	Cc1nn(C(C)C(=O)N2CCN(c3ccc(Cl)cc3)CC2)c(=O)c2cc3occc3n12 (stereo unspecified)	12%	5%	-3%	-4%	-24%	-11%	0%
23	Cn1c(=NC(=O)c2ccc(F)cc2)sc2cc(Br)ccc21	8%	0%	1%	3%	0%	1%	7%
24	Cc1cc(C)cc(-n2c(C)cc(C(=O)C(=O)Nc3ccccc3F)c2C)c1	6%	-3%	-6%	0%	-20%	-3%	-3%
25	Cc1ccc(-c2nc(NC(=O)CSc3cc(C)c4ccccc4n3)ns2)cc1	-2%	40µM*	-1%	-6%	-2%	0%	0%
26	Cc1ccc2c(c1)cc1c(=O)n(Cc3ccccc3Cl)nc(C)n12	9%	15%	0%	-2%	-13%	8%	-3%
27	CC(C)c1ccc(NC(=O)Cn2nnc(C(=O)NCCc3ccccc3)c2N)cc1	10%	-24%	-4%	-10%	2%	1%	0%
28	CCOc1ccccc1CNC(=O)CN1C(=O)CSc2ccc(S(=O)(=O)N3CCOCC3)cc21	-3%	6%	-2%	-11%	1%	1%	-1%
29	Cc1ccc(CNC(=O)c2cn(C)c3ccc(S(=O)(=O)N4CCC(C)CC4)cc3c2=O)cc1	-6%	-8%	5%	2%	-2%	-1%	1%
30	CC(CNC(=O)c1nnc(Cc2ccc(F)cc2)o1)c1ccccc1 (stereo unspecified)	0%	-1%	-1%	-11%	-1%	-1%	1%
31	COc1cccc(CNC(=O)C2CCN(Cc3cc4ccccc4n3Cc3ccccc3)CC2)c1OC	25%	-15%	-1%	8%	-22%	-7%	-2%
32	CCCCNC(=O)c1nn(-c2ccc(C)cc2)c(=O)c2c1c1ccccc1n2C	-5%	8%	3%	-21%	-3%	0%	-1%
33	Cc1cc2nnc(SCC(=O)Nc3ccc(F)c(Cl)c3)n2c2ccccc12	-2%	8%	-9%	-7%	10%	0%	-1%
34	CCOc1ccc(NC(=O)N2CCC(c3ccc(C)cc3)C2)cc1 (stereo unspecified)	5%	9%	5%	-3%	1%	0%	4%
35	COc1ccc(C(CC(=O)Nc2cccc(C)c2C)N2Cc3ccccc3C2=O)cc1 (stereo unspecified)	-3%	/	-1%	10%	/	1%	2%
36	Cc1nn2c(=O)cc(COC(=O)c3ccccc3NC(=O)c3ccccc3C)nc2s1	3%	1%	-7%	1%	7%	1%	1%
37	CCCCOc1ccc(CNC(=O)c2cnc3sc(N4CCOCC4)nn3c2=O)cc1	-6%	-9%	3%	2%	-12%	1%	-1%
38	CCN(CC)CCNC(=O)c1ccc2c(c1)sc1nc(-c3ccc(F)cc3)cn12	-2%	?	7%	-14%	-3%	0%	2%
39	Cc1cc(C)cc(NC(=O)Cn2cc(C(=O)c3ccccc3)c(=O)c3ccc(C)nc32)c1	-4%	9%	2%	-14%	-2%	0%	?
40	COc1ccccc1N1CCN(c2nc3ccc(C)cc3nc2-n2nc(C)cc2C)CC1	-5%	18%	-2%	4%	-14%	-9%	-1%
41	CC(=O)N1CCc2c(sc3c2c(=O)n(Cc2ccccc2)c(=O)n3Cc2ccccc2F)C1	28%	6%	-2%	53%[activator]	-23%	0%	0%
42	Cc1cc(Nc2cccc(Cl)c2)nc2ccc(NC(=O)Cc3ccc(Cl)cc3)cc12	-4%	-11%	2%	-23%	-27%	5%	-1%
43	COc1ccc(CNC(=O)c2cn(-c3cccc(OC)c3)c(=O)c3ccccc23)cc1	4%	0%	1%	?	-12%	2%	0%
44	O=C(Nc1ccccc1)c1ccc(Cl)c(S(=O)(=O)Nc2ccccc2)c1	12%	?	-13%	-11%	-12%	8%	-1%
45	O=C(c1ccc2c(c1)N(Cc1ccccc1Cl)C(=O)c1ccccc1S2)N1CCCC1	16%	1%	-3%	18%	?	-2%	8%
46	CC(=O)N1c2ccc(S(=O)(=O)NCCC(=O)Nc3ccc(C)cc3Br)cc2CC1C (stereo unspecified)	-4%	-5%	0%	-22%	-10%	-8%	0%
47	Cc1cccc(C)c1NC(=O)c1nc(S(C)(=O)=O)ncc1N(Cc1ccc(F)cc1)Cc1ccco1	-3%	12%	0%	5%	-3%	0%	-4%
48	Cc1ccc(CNC(=O)C(C)n2c(=O)cc(C(F)(F)F)c3c(C)nn(C)c32)cc1 (stereo unspecified)	-1%	17%	-1%	7%	-12%	1%	-1%

Retrieved by compound from the list above:
#	SMILES	p53null 32C kill	NTMT1 inh	TSG101-PTAP inh	p53null 39C kill	FH mod	GALK inhibitor	B2AR arrestin ag
40	COc1ccccc1N1CCN(c2nc3ccc(C)cc3nc2-n2nc(C)cc2C)CC1	-5%	18%	-2%	4%	-14%	-9%	-1%
42	Cc1cc(Nc2cccc(Cl)c2)nc2ccc(NC(=O)Cc3ccc(Cl)cc3)cc12	-4%	-11%	2%	-23%	-27%	5%	-1%

(continued)
#	SMILES	p53null 32C kill	NTMT1 inh	TSG101-PTAP inh	p53null 39C kill	FH mod	GALK inhibitor	B2AR arrestin ag
49	Cc1ccc(OCc2cc(=O)n3cc(C)sc3n2)c(NC(=O)c2ccco2)c1	-1%	?	-4%	-4%	10%	0%	2%
50	CCc1ccc(NC(=O)CSc2nc(-c3ccc(C)cc3)nc3c2Cc2c(CO)cnc(C)c2O3)cc1	-2%	?	-5%	2%	-7%	5%	0%
51	CSc1cccc(Nc2nc3c(S(=O)(=O)c4ccccc4)nnn3c3ccc(Cl)cc23)c1	4%	10%	-8%	-16%	12%	-3%	1%
52	Cc1ccc(Cn2c(=O)n(-c3cc(C)cc(C)c3)c(=O)c3oc4ccccc4c32)cc1	0%	1%	-2%	-21%	-11%	4%	4%
53	O=C(NC1CCCC1)c1ccc2c(c1)N(Cc1ccccc1F)C(=O)c1ccccc1S2	24%	6%	-10%	1%	-29%	-4%	4%
54	COc1ccc(NC(=O)c2ccc(NC(=O)CCS(=O)(=O)c3cccs3)cc2)cc1Cl	?	-2%	1%	?	-6%	2%	0%
55	CCOc1ccc(NC(=O)Cn2cc(C(=O)c3ccc(F)cc3)c(=O)c3cc4c(cc32)OCCO4)cc1	1%	-18%	-3%	19%	1%	-8%	0%
56	COc1ccc2c(C)c(CCC(=O)NCc3ccc(Cl)cc3)c(=O)oc2c1C	-4%	/	-3%	-16%	/	0%	0%
57	CCOC(=O)c1ccc(Nc2ncnc3c2cnn3-c2cccc(Cl)c2)cc1	-3%	-1%	-1%	-8%	-7%	-1%	-1%
58	COc1cccc(N2CCN(C(=O)c3ccc4nc(N5CCC(C)CC5)sc4c3)CC2)c1	10%	-1%	-6%	7%	-20%	0%	-2%
59	COC(=O)c1c(NC(=O)CS(=O)(=O)c2ccc(C)cc2)sc2c1CCCCC2	12%	13%	0%	0%	-15%	2%	-4%
60	O=C(NCCCN1CCN(c2cccc(Cl)c2)CC1)c1sc2ncccc2c1-n1cccc1	-9%	-1%	2%	0%	-13%	4%	-1%
